Screens as filed in PubChem.
Nrf2 ARE act: activators of Nrf2 (ARE) signaling. AREc32 ARE-luciferase reporter (MCF7-derived line), luminescence, 24 h. Potency, µM (top dose mostly 46.1 µM), for inactives: at the top dose activation, hits mostly activators. 410,000 compounds, 0.31% hits; note: potency is the fitted concentration of half-maximal effect; % of control where 0% means no effect; nearly all actives have a fitted effect of over 65% in size
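Luciferase luminescence (Steady-Glo, 30 min at room temperature) served as the read-out of ARE activation in AREc32 cells treated with compounds for 24 hr at 37 deg C.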
Mm-Cpn inhibitor: inhibitors of Methanococcus maripaludis chaperonin (MmCpn); purified Mm-Cpn ATPase, ADP Transcreener TR-FRET; Potency, µM (top dose mostly 76.9 µM), without a hit: at the highest dose activity, negative = inhibition, usual class: inhibitors; 330,000 compounds, 0.031% hits; AID 504842; note: potency is the fitted concentration of half-maximal effect; % is set by controls: 0 for no effect and ±100 for the full control effect; nearly all actives have a fitted effect of over 80% in size
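25 nM Mm-CPN + cpd, 10 min 37°C; + 10 uM ATP, 30 min 37°C; buffer 30 mM Tris pH 7.4, 100 mM KCl, 5 mM MgCl2, 1 mM DTT; Transcreener ADP HTRF detection 30 min RT.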
pAkt inh: blocks phosphorylation of Akt. Neuro2A IGF-stimulated pAkt S473 HTRF, 20 min; active compounds read low. activity change, % for hits at 50 µM. 360,000 compounds, 0.32% hits. AID 651550; in the data active = activity change below about -80%; inconclusive = mostly about -51% to -80%; note: % is set by controls: 0 for no effect and ±100 for the full control effect
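Neuro2A cells (4,500/well, DMEM with 0.5% FBS) were treated with compound at a single 50 µM final concentration, stimulated with 6 nM IGF for 20 min at 37 °C, and lysed. Phospho-Akt Ser473 was read by HTRF as 665/615 ratio ×10^4.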
CCT modulator: modulators of cytosolic chaperonin (CCT/TRiC) activity; activity change, % (concentration not given with the values), hits read low; purified chaperonin ATPase assay, HTRF ADP detection, 30 min; AID 651819; 360,000 compounds, 0.3% hits; in the data active = activity change below about -30%; note: % is set by controls: 0 for no effect and ±100 for the full control effect
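First, chaperonin was dispensed at 40 nM or 20 nM final depending on batch activity. Next, compounds were pinned at 76 uM and ATP added at 10 uM. After 30 min at 37 °C, ADP detection reagents ran 30 min at ambient temperature.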
TGFb inhibitor: TGF-b pathway inhibition. HepG2 CAGA-GFP TGF-b/SMAD3 reporter, GFP fluorescence, 18 h; TGF-beta stimulated, 500 pg/mL final. Potency, µM (titrated, usually from 46.1 µM), for inactives: at the top dose activity, negative = inhibition, most hits filed as inhibitors. 410,000 compounds, 1.2% hits. AID 588855; note: potency is the fitted concentration of half-maximal effect; % is set by controls: 0 for no effect and ±100 for the full control effect; nearly all actives have a fitted effect of over 65% in size
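First, reporter cells (HEPG2 CAGA-GFP) rested 2 h at 37 degrees C. Next, compounds were pinned in and TGF-beta added to 500 pg/mL final. After 18 h, GFP was imaged per cell and summed per well.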
EPAC2 agonist: agonists of human EPAC2 (RAPGEF4); AID 720711; EPAC2 activation, biochemical qHTS; response scale: 100% = 6.5 mM cAMP response; Q8WZA2; 360,000 compounds, 0.079% hits; Potency, µM (series often up to 154 µM), for inactives: top-dose activation, most hits filed as activators; note: potency is the fitted concentration of half-maximal effect; nearly all actives have a fitted effect of over 50% in size
Target sequence (Q8WZA2 whole entry, looked up): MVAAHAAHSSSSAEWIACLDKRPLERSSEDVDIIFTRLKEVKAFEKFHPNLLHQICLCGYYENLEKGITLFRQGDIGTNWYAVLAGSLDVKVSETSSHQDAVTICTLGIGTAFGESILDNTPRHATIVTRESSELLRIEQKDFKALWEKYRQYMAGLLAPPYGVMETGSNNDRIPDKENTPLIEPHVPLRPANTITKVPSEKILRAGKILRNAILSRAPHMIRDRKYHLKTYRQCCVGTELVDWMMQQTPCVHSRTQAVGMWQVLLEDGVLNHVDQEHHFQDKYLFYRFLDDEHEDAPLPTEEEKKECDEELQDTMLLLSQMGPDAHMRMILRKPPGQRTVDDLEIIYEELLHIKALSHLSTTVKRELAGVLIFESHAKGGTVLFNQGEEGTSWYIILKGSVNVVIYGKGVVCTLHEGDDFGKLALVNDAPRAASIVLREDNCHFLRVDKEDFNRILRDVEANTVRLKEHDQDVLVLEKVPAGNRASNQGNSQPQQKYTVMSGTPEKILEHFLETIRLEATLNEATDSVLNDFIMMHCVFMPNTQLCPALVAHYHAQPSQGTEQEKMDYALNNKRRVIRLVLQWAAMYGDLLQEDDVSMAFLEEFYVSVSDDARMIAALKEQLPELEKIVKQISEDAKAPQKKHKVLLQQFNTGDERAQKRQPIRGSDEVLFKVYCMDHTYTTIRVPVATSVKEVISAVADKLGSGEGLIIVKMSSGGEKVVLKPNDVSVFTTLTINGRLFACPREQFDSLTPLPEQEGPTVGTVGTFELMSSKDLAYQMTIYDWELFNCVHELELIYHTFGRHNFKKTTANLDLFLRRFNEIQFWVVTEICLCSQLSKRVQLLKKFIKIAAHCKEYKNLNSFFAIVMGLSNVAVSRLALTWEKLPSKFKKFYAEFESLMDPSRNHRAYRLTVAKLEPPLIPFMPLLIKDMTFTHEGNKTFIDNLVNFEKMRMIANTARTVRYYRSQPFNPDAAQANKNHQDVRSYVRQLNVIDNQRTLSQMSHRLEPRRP
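Exchange assay: 100 nM EPAC2 with 250 nM Rap1B-BODIPY-GDP and 50 uM GDP. Fluorescence (ex 480/em 540 nm) read every 5 min for 30 min at room temperature. Data normalized to 6.5 mM cAMP as agonist control.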
Nrf2 inh: inhibitors of Nrf2 signaling. 360,000 compounds, 2.1% hits. A549 ARE-Fluc reporter, luciferase luminescence, 18-24 h. AID 504444. Potency, µM (titrated, usually from 46 µM), for inactives: at the top dose activity change, negative = inhibition, most hits filed as inhibitors; note: potency is the fitted concentration of half-maximal effect; % is set by controls: 0 for no effect and ±100 for the full control effect; nearly all actives have a fitted effect of over 60% in size
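Cells were seeded and rested 2 h, then exposed to compounds for 18-24 h. CellTiter-Fluor was read first as a viability measure. BugLite was added 15 min before the final luminescent read of ARE-luciferase activity in A549 cells.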
EPAC2 antag: antagonists of human EPAC2; Q8WZA2; EPAC2 GEF exchange of Rap1B-BODIPY-GDP, fluorescence; Potency, µM (series often up to 114 µM), without a hit: top-dose activity, negative = inhibition, most hits filed as inhibitors; 360,000 compounds, 0.18% hits; note: potency is the fitted concentration of half-maximal effect; % is set by controls: 0 for no effect and ±100 for the full control effect; nearly all actives have a fitted effect of over 45% in size; many of its hits are not listed in these tables
A549 viability: kills or reduces viability of A549 cells in Nrf2 counter-screen; A549 ARE-Fluc cells, CellTiter-Fluor viability, 18-24 h; Potency, µM (doses to about 46 µM), for inactives: at the top dose activity change, negative = cytotoxicity, actives largely listed as inhibitors; 390,000 compounds, 0.16% hits; AID 504648; note: potency is the fitted concentration of half-maximal effect; % is set by controls: 0 for no effect and ±100 for the full control effect
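A549 ARE-Fluc cells in 5% FBS OPTI-MEM, 5000 cells/well, rested 2 h then exposed to compounds in concentration-response for 18-24 h at 37 °C. Viability by CellTiter-Fluor fluorescence (Ex 405/Em 525) after 30 min; luciferase luminescence (BugLite, 15 min, RT) read afterwards.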
Active calls of the source: *; i = inactive; ? = inconclusive; · = not tested or not shown; [ ] = remark or other dose. Unless noted, calls come from the whole dose curve; as a rule, active = well fitted curve in the direction sought with a large enough effect; inconclusive = small, poorly fitted or top-dose-only effect, or another doubt; inactive = no such curve, though single readings can be large; an effect the other way counts as inactive or inconclusive.

1	Cc1cc(C)n(CC(O)Cn2c3ccc(Cl)cc3c3cc(Cl)ccc32)c(=O)n1 (stereo not given)
2	O=S(=O)(c1ccccc1)N1CCC(=NO)CC1
3	NC(=O)C1(Nc2ccc(-c3ccccc3)cc2)CCCC1
4	O=C(c1ccc(=O)[nH]c1)N(Cc1cccs1)C1(C(=O)NC2CCCC2)CCCCC1
5	COc1ccc(CNC(=O)COC(=O)c2c(C)nn(-c3ccccc3)c2C)cc1OC
6	C=CCNC(=S)NNC(=O)c1ccc(C)c(Cl)c1
7	Cc1nc2sc3c(c2c(=O)o1)CC(C)(C)OC3
8	CCOC(=O)N1CCN(C(=O)c2cccn3c(=O)c4sccc4nc23)CC1
9	O=C(NC(=S)Nn1cnnc1)c1ccccc1
10	CC1Cc2ccccc2N1C(=O)CSc1nc2ccccc2o1 (stereo not given)
assay / compound	1	2	3	4	5	6	7	8	9	10
A549 viability	2%	-5%	16%	-8%	4%	1%	3%	7%	-5%	?
Nrf2 ARE act	4.4%	0.2%	0.2%	2.8%[9.22 µM]	2.8%	2.7%	0.2%	-0.8%	0.4%	3.4%
CCT modulator	-0.5	-0.3	1.0	-1.8	0.0	3.2	0.5	-0.3	1.6	-2.2
Nrf2 inh	?	-4%	8%	1%	?	-7%	·	8%	12%	21%
EPAC2 antag	-13%	11%	-2%	-2%	-1%	4%	14%	9%	-5%	-2%
pAkt inh	i	i	i	i	i	i	i	i	i	i
TGFb inhibitor	?	-10%	-7%	-8%	-13%	-3%	15%	14%	5%	3%
EPAC2 agonist	14%	4%	2%	-7%	-13%	-8%	7%	2%	7%	-2%
Mm-Cpn inhibitor	1%	-1%	·	-1%	-2%	-1%	-1%	-10%	0%	1%

11	O=C(Nc1nnc(-c2cccnc2)o1)c1cccc(Cl)c1
12	COc1cccc(C(=O)N(Cc2ccccc2)Cc2cc3cc4c(cc3[nH]c2=O)OCCO4)c1
13	CC(=O)Nc1cccc(-c2ccnc3c2CC(C(=O)NCCc2ccccc2)O3)c1 (stereo not given)
14	O=C(N/N=C1/CCSC1)c1cc(Br)ccc1O
15	Fc1ccccc1C1c2[nH]c3ccccc3c2CCN1Cc1cccn1-c1ncccn1 (stereo not given)
16	Cc1cc(NC(=O)c2ccccc2Cl)c(C(C)C)cc1O
17	O=S(=O)(Nc1n[nH]c(C(F)(F)F)n1)c1ccccc1
18	CC(C)C[C@@H](CN)NC(=O)c1nc[nH]c1C(=O)N[C@@H](Cc1c[nH]c2ccccc12)C(=O)CNC[C@H](C)NC(=O)c1nc[nH]c1C(=O)N[C@@H](C)C(=O)O
19	N#CC(CCc1ccccn1)c1ccccc1 (stereo not given)
20	COc1ccc(S(=O)(=O)N2CCCOC2CNC(=O)C(=O)NCc2ccccc2F)cc1C (stereo not given)
assay / compound	11	12	13	14	15	16	17	18	19	20
A549 viability	-5%	-18%	·	-3%	-20%	-9%	2%	0%	-8%	-2%
Nrf2 ARE act	2.9%	-0.2%	0.7%	3.0%	0.5%[9.22 µM]	0.0%	-0.2%	-0.4%	0.0%	2.8%
CCT modulator	3.0	-0.2	-3.1	-0.5	1.8	0.1	0.3	-2.9	8.6	1.5
Nrf2 inh	-26%	2.6µM*	·	24%	?	-9%	4%	9%	26%	-10%
EPAC2 antag	20%	-9%	16%	-18%	-1%	4%	9%	6%	0%	-23%
pAkt inh	i	i	i	i	i	i	i	i	i	i
TGFb inhibitor	?	-5%	?	-2%	-20%	0%	4%	-8%	9%	-26%
EPAC2 agonist	3%	-7%	9%	-7%	9%	1%	7%	-2%	3%	-16%
Mm-Cpn inhibitor	0%	-4%	·	0%	2%	0%	0%	·	·	0%

Three compounds already listed, ordered by the value under EPAC2 antag, low to high:
entry	molecule	Nrf2 ARE act	CCT modulator	EPAC2 antag	pAkt inh	TGFb inhibitor	Mm-Cpn inhibitor
14	O=C(N/N=C1/CCSC1)c1cc(Br)ccc1O	3.0%	-0.5	-18%	i	-2%	0%
12	COc1cccc(C(=O)N(Cc2ccccc2)Cc2cc3cc4c(cc3[nH]c2=O)OCCO4)c1	-0.2%	-0.2	-9%	i	-5%	-4%
19	N#CC(CCc1ccccn1)c1ccccc1 (stereo not given)	0.0%	8.6	0%	i	9%	·

Remaining list, next part.
21	O=C(C1CCCN(S(=O)(=O)c2cnc[nH]2)C1)N1CCN(Cc2ccccc2)CC1 (stereo not given)
22	CCN(CC)S(=O)(=O)c1ccc(N/N=C(\C)c2cccnc2)nc1
23	COc1ccc(/C=C(\NC(=O)c2ccco2)C(=O)N2CCOCC2)cc1
24	Cc1cc(Br)ccc1SCC(=O)OCC(O)=C(C#N)c1nc2ccccc2[nH]1
25	Nc1nc2ccc(C(=O)NC3CCCCC3)cc2s1
26	Cc1cc(C)c2nc(-c3ccccn3)cc(C(=O)n3cccn3)c2c1
27	CC(C)S(=O)(=O)c1ccc(C(=O)Nc2ccc(F)cc2F)cn1
28	CC1(C)Oc2cc(N)c([N+](=O)[O-])cc2O1
29	O=C(CN1CCN(CC(=O)Nc2cccc(F)c2)CC1)NCC1(N2CCOCC2)CCCCC1
30	C[C@]12c3[nH]c4ccccc4c3CCN1C(=O)C(CC(=O)NCC13CC4CC(CC(C4)C1)C3)C[C@@H]2C(=O)N1CCOCC1 (stereo not given in full)
assay / compound	21	22	23	24	25	26	27	28	29	30
A549 viability	0%	?	0%	0%	-7%	0%	6%	-23%	0%	0%
Nrf2 ARE act	0.1%	4.7%	0.2%	0.1%	3.1%	0.9%	1.8%	3.6%	-0.3%	5.9%
CCT modulator	-2.8	-16	0.4	-4.5	-1.5	1.2	0.8	-1.2	0.1	-7.4
Nrf2 inh	-8%	?	3%	-4%	?	25%	-1%	-5%	-6%	-14%
EPAC2 antag	2%	-6%	-10%	-7%	0%[57.1 µM]	1%	-7%	-2%	3%	-5%
pAkt inh	i	i	i	i	i	i	i	i	i	i
TGFb inhibitor	1%	5%	0%	4%	19%	0%	?	-24%	-14%	?
EPAC2 agonist	8%	-5%	15%	-3%	?	3%	-6%	2%	4%	11%
Mm-Cpn inhibitor	0%	-1%	-2%	·	0%	2%	1%	0%	0%	?

31	CCOc1nc(-c2ccc(OC)cc2)ccc1-c1noc(C)n1
32	Cc1c(Nc2ncnc3c2cnn3-c2ccccc2)c(=O)n(-c2ccccc2)n1C
33	CCCS(=O)(=O)NC(=O)C1(C)CCN(C(=O)c2cccc(OC(F)(F)F)c2)C1 (stereo not given)
34	Cc1ccc(S(=O)(=O)N2[C@@H](c3ccccc3)C(C(=O)O)=CC[C@H]2c2ccc(Cl)cc2)cc1
35	O=C(CN1CCN(c2ccccc2)CC1)Nc1c(C(=O)C2CC2)oc2ccccc12
36	CC(C)Cn1c(SCc2cccc(F)c2)nc2ccsc2c1=O
37	Cc1cc(C)c(S(=O)(=O)N2CCOC2CNC(=O)C(=O)NCCCn2ccnc2)c(C)c1 (stereo not given)
38	COc1ccc(CCNC(=O)COC(=O)c2ccc(OC)cc2OC)cc1
39	COc1ccc(NC(=O)CN2CCN(c3ccccc3C)CC2)cc1
40	Cc1ccc(C)c(S(=O)(=O)N2CC(=O)Nc3ccccc32)c1
assay / compound	31	32	33	34	35	36	37	38	39	40
A549 viability	7%	5%	·	-12%	-2%	19%	1%	4%	4%	-2%
Nrf2 ARE act	-0.2%	0.1%	-0.2%[9.22 µM]	0.2%	-0.6%	6.2%	-0.5%	-0.5%	0.2%	0.1%
CCT modulator	-0.1	-2.2	0.8	0.9	-1.2	·	1.0	0.3	-4.5	0.9
Nrf2 inh	-17%	4%	·	?	7%	-13%	?	-4%	-4%	-18%
EPAC2 antag	-1%	-1%	?	-23%	-2%	·	-5%	1%	-15%	7%
pAkt inh	i	i	i	i	i	·	i	i	i	i
TGFb inhibitor	18%	-6%	6%	-9%	-4%	-20%	-1%	-5%	11%	12%
EPAC2 agonist	7%	8%	-3%	6%	13%	·	-6%	9%	0%	-12%
Mm-Cpn inhibitor	?	1%	·	-1%	-1%	·	1%	2%	0%	-2%

41	Cc1nn(Cc2ccc(Cl)cc2)c(C)c1NC(=O)CCCn1nc(C)c([N+](=O)[O-])c1C
42	CCCn1c2ccccc2c2nnc(SC(CC)C(=O)Nc3cc(C)on3)nc21 (stereo not given)
43	COc1ccc(NC(=O)c2cc(S(=O)(=O)N3CCCC3)cn2C)cc1Cl
44	CCN(CC)CC(C)(C)COC(=O)c1oc2ccccc2c1C
assay / compound	41	42	43	44
A549 viability	?	-20%	-7%	-4%
Nrf2 ARE act	3.7%	4.1%	0.2%	0.0%
CCT modulator	-1.4	-0.7	1.2	1.0
Nrf2 inh	21µM*	?	3.7µM*	8%
EPAC2 antag	-5%	-9%	3%	2%
pAkt inh	i	i	i	i
TGFb inhibitor	-27%	-1%	10%	8%
EPAC2 agonist	-4%	13%	5%	-2%
Mm-Cpn inhibitor	-20%	-3%	-1%	-1%

Not all compounds are listed; rates above refer to the full screens.
